# TRb SRC2 PPI – TRbeta-SRC2 interaction inhibition; P10828; TRbeta-SRC2 peptide binding, fluorescence polarization; receptor liganded with 1 µM T3; Potency, µM (series often up to 106 µM), for inactives: at the top dose activity change, negative = inhibition, most hits filed as inhibitors; 280,000 compounds, 0.065% hits; AID 1469;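 also: plate controls were bound peptide for no effect and peptide without receptor for full effect; nearly all actives have a fitted effect of over 50% in size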
#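 Read-out is fluorescence polarization (555 nm excitation, 632 nm emission) of a Texas Red SRC2 coactivator peptide; loss of signal reflects blocked binding to human TRb ligand-binding domain in the presence of 1 uM T3.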
# Tau fibril FP – inhibitors of human tau fibril formation; P10636; K18 P301L tau heparin fibrillization, Alexa594 FP, 6 h; Potency, µM (doses to about 57.7 µM), without a hit: top-dose activity, negative = inhibition, usual class: inhibitors; 280,000 compounds, 0.39% hits; AID 1468; also: nearly all actives have a fitted effect of over 55% in size
# Target sequence (P10636 561-689 P618L limits assumed): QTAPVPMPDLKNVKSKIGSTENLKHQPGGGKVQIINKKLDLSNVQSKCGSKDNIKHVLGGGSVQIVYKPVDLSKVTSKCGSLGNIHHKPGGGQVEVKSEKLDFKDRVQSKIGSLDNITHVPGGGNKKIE
#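 Compound effects on tau fibrillization are measured by Alexa 594 fluorescence polarization (ex 555, em 632 nm). K18 P301L tau is used at 15 uM with 0.24 uM labeled tracer, and 20 uM heparin induces aggregation over 6 hr at 37 C.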
# ALDH1A1 block – ALDH1A1 (human) enzyme inhibition; 220,000 compounds, 7.3% hits; Purified ALDH1A1, NADH fluorescence, propionaldehyde substrate; P00352; Potency, µM (series often up to 75.3 µM), without a hit: at the highest dose activity, negative = inhibition, usual class: inhibitors; AID 1030; active = well fitted inhibition curve with a large enough effect, not every such curve was filed as active; inconclusive = small, poorly fitted or top-dose-only effect, or another doubt; inactive = no such curve, though single readings can be large or run the other way;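 also: plate controls were no enzyme wells and a reference inhibitor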
# Target sequence (P00352 whole entry, looked up): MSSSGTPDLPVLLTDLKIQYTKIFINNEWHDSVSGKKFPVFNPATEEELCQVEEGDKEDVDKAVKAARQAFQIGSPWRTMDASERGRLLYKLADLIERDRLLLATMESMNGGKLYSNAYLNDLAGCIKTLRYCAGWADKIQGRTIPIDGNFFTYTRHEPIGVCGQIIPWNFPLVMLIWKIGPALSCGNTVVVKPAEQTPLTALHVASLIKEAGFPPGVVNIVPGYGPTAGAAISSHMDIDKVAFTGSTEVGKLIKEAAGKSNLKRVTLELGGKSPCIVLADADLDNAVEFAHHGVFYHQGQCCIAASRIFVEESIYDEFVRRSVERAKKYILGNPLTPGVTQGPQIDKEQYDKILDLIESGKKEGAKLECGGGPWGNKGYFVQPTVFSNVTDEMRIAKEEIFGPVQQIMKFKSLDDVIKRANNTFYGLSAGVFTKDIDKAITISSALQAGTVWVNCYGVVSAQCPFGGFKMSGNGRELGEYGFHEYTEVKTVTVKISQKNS
# Tau fluor counter – counter-screen for tau fibril formation inhibitors; AID 1463; tau K18 P301L Alexa594 fluorescence, heparin fibrillization; 280,000 compounds, 0.93% hits; Potency, µM (titrated, usually from 57.7 µM), inactives show at the top dose activity change, negative = decrease; also: nearly all actives have a fitted effect of over 55% in size
#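 Human K18 P301L tau (15 uM unlabeled plus 0.24 uM Alexa 594-labeled, final) in 100 mM sodium acetate pH 7 was mixed with compound and 20 uM heparin and incubated 6 hr at 37 C.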
# Tau ThT inhib – inhibitors of human tau fibril formation, thioflavin T binding; Potency, µM (series often up to 57.4 µM), for the others: at the top dose activity, negative = inhibition, hits mostly inhibitors; 270,000 compounds, 2.1% hits; P10636; recombinant tau K18 P301L (four-repeat tau fragment), heparin-induced fibrillization, ThT fluorescence; AID 1460; also: nearly all actives have a fitted effect of over 55% in size
#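 Heparin-induced fibrillization of the P301L-mutant K18 repeat-domain fragment of human tau was followed by ThT binding in quantitative high-throughput format.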
# TexasRed fluor – alters Texas Red total fluorescence, flagging assay interference; 280,000 compounds, 0.29% hits; Potency, µM (titrated, usually from 106 µM), inactives show top-dose fluorescence change, negative = quenching; AID 1479; TRb/SRC2 Texas Red total fluorescence interference; active = well fitted curve in either direction with a large enough effect; inconclusive = small, poorly fitted or top-dose-only effect
#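 Human TRb ligand-binding domain at 0.6 uM with 20 nM Texas Red SRC2 peptide in Tris buffer containing 1 uM T3 and 5% DMSO, incubated with compound 5 h at ambient temperature. Total fluorescence (555/632 nm) calculated as parallel + 2 × perpendicular.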
# aGal spleen mod – inhibits or activates alpha-galactosidase in human spleen homogenate; AID 2107; Potency, µM (titrated, usually from 80 µM), for the others: top-dose activity change, negative = inhibition, actives largely listed as inhibitors; 240,000 compounds, 0.008% hits; human spleen homogenate, 4MU-alpha-Gal fluorescence, 40 min; P06280;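 also: 0% = enzyme with vehicle and -100% = no enzyme basal signal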
# Target sequence (P06280 32-429 limits assumed): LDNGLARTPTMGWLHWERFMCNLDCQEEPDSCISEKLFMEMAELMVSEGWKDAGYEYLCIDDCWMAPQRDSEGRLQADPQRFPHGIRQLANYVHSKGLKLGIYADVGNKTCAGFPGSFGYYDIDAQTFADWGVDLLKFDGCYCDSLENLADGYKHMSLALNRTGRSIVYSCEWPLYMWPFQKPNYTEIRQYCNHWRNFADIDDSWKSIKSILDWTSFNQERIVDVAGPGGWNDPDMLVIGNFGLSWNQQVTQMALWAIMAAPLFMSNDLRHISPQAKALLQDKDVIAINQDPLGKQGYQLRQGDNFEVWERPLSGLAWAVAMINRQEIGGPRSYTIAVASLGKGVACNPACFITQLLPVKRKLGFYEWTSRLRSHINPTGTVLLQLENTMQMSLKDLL
#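 Spleen homogenate 1 ug + cpd (titration) + 4-MU-alpha-D-galactopyranoside 1 mM; 37C 40 min; 50 mM citrate/phosphate pH 5.0, 0.01% Tween-20; stop pH 10; fluorescence 365/440; AC50 via Hill.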
# L3MBTL1 inh – inhibitors of human L3MBTL1. Q9Y468. AlphaScreen L3MBTL1–H3K9me1 peptide binding. Potency, µM (doses to about 57.1 µM), for the others: at the top dose activity, negative = inhibition, hits mostly inhibitors. 230,000 compounds, 0.66% hits. AID 485360; also: nearly all actives have a fitted effect of over 60% in size
#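 AlphaScreen assay: L3MBTL1 (50 nM final) was preincubated 30 min at room temperature with biotinylated H3(1-15)K9me1 peptide (75 nM final), then 30 min with library compounds; streptavidin donor and nickel chelate acceptor beads (10 ug/mL final) added, 30 min dark.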
# * marks the source's active call; other numbers are inactive results; ? = inconclusive; nt = no result given; & = joins results of further samples; [ ] = remark or other dose. Unless noted, calls follow the shape of the dose curve; as a rule, active = well fitted curve in the direction sought with a large enough effect; inconclusive = small, poorly fitted or top-dose-only effect, or another doubt; inactive = no such curve, though single readings can be large; an effect the other way counts as inactive or inconclusive. Unless noted, % is scaled to controls: 0 for no effect and ±100 for the full control effect; potency is read from the fitted curve at half-maximal effect.
# Each structure is followed by: TRb SRC2 PPI | Tau fibril FP | ALDH1A1 block | Tau fluor counter | Tau ThT inhib | TexasRed fluor | aGal spleen mod | L3MBTL1 inh
> COc1ccc(/C=N\NC(=O)c2cccc([N+](=O)[O-])c2)cc1Cn1cc([N+](=O)[O-])cn1
  6% | 5% | 20µM* | ? | ? | -3% | -1% | 7%
> Cc1ccc(OCCSCc2nnc(NC(=O)Nc3cccc(Cl)c3)s2)cc1
  4% | 16µM* | 2% | ? | 10% | -3% | 5% | 5%
> CCOc1ccc(S(=O)(=O)Nc2nc3ccccc3nc2Nc2ccc(OC)cc2)cc1
  8% | ? | nt | ? | ? | -1% | nt | nt
> CCCC1C2C(=O)N(c3ccc(OC)cc3)C(=O)C2ON1c1ccccc1 (stereo unspecified)
  1% | 11% | -7% | -11% | -3% | -4% | 19% | nt
> CC1CCN(S(=O)(=O)c2ccc(C(=O)NCc3ccco3)cc2)CC1
  2% | -1% | 2% | 5% | 10% | -3% | 0% | 1%
> COc1cc(C(=O)N/N=c2/sc3ccccc3n2C)cc(OC)c1OC
  -8% | 2% | -8% | 0% | 5% | 1% | -6% | 26%
> CCCc1[nH]nc2c1C1(CCN(C(=O)OCc3ccccc3)CC1)C(C#N)=C(N)O2
  -7% | -1% | ? | -12% | -16% | 3% | -2% | -10%
> CC(c1nnc(SCC(=O)c2c(N)n(C)c(=O)n(C)c2=O)n1-c1ccc(Cl)cc1)N(C)C (stereo unspecified)
  -21% | 7% | ? | -15% | -16% | 1% | 14% | 20%
> COCCOC(=O)C1=C(C)N=C2SCCC(=O)N2C1c1cccs1 (stereo unspecified)
  3% | 3% | 7% | 3% | -3% | -1% | -6% | 8%
> Cc1ccc(/C=C/c2onc(C)c2S(=O)(=O)N2CCC(C(=O)Nc3ccc(OC(F)(F)F)cc3)CC2)cc1
  0% | ? | nt | -8% | 12% | -8% | nt | nt
> CC(=O)c1ccc(NC(=O)CSC(=S)N2CCCC2)cc1
  3% | 4%[2.34 µM] | -2% | -4% | 3% | -4% | -2% | -7%
> Cc1cccc(Nc2nc3ccccc3n3c(N)nnc23)c1
  3% | ? | nt | -28% | -2% | -3% | nt | nt
> CCc1ccc2c(c1)c(=O)c(S(=O)(=O)c1ccc(F)cc1)cn2CC(=O)Nc1ccc(C)cc1C
  -2% | ? | nt | -19% | -9% | -2% | nt | nt
> Cc1cc(C)cc(NC(=O)c2sc3nc[nH]c(=O)c3c2C)c1
  -10% | -13% | nt | -27% | -13% | 2% | nt | nt
> O=C(NCc1ccccc1)c1cc(-c2cccs2)on1
  -3% | 9% | -5% | -6% | -10% | 0% | -1% | 3%
> NC(=O)C1CCN(C(=O)CC2(CC(=O)O)CCCCC2)CC1
  -2% | -4% | 4% | -7% | -3% | -1% | -1% | nt
> CCn1ncc(CNC(=O)CCSc2nc(-c3ccco3)cc(C(F)(F)F)n2)c1C
  -2% | -9% | 0% | -8% | -9% | -5% | 5% | 7%
> C[C@@H]1CC[C@H](O)/C=C/C(=O)O[C@H](C)CC[C@H](O)/C=C/C(=O)O1
  5% | -5% | nt | 2% | -6% | 2% | -12% | nt
> COc1ccc(-c2cn3c(n2)sc2cc(C(=O)NCCc4ccc(OC)cc4OC)ccc23)cc1
  3% | 5% | nt | 0% | 5% | 1% | nt | nt
> Cc1ccccc1NC(=O)c1ccc(NC(=O)C2CC(=O)OC23CCCCC3)cc1 (stereo unspecified)
  -3% | -1% | ? | -3% | 8% | -1% | 10% | -7%
> CCCN1C[C@H](CSC)C[C@@H]2c3cccc4[nH]cc(c34)C[C@H]21
  2%&9%&-6%&-3% | 9%&7%&-4%&2% | 6%&-8%&11%&0% | -10%&-3%&-16%&-21% | -4%&1%&-4%&-15% | 0%&0%&-1%&-3% | 1%&-3%&4%&3% | -1%
> CCCNC(=O)CCC(NS(=O)(=O)c1ccc(C)cc1)C(=O)NCCC (stereo unspecified)
  0% | 2% | 5% | -1% | -7% | -1% | -18% | -2%
> CSc1nc(Sc2ccccc2Cl)c2ccccc2n1
  -9% | -13% | -5% | -23% | -23% | 0% | -1% | 64%[activator]
> CC1=NN(C(=O)COc2ccc(C)c(C)c2)C(O)(c2ccc(Cl)cc2)C1 (stereo unspecified)
  -1% | 5% | -7% | -10% | ? | -6% | 3% | -1%
> O=C(CSCc1ccc([N+](=O)[O-])cc1)NC1CC2CCC1C2 (stereo unspecified)
  -3% | -5% | -8% | 5% | 8% | -2% | -5% | -14%
> Cc1cc(OC(=O)c2c(Cl)cc(Cl)cc2Cl)nc(C)n1
  1% | -2% | -4% | -12% | ? | 0% | 4% | -1%
> O=C1c2c(O)cc(O)cc2O[C@H](c2ccc(O)c(O)c2)[C@H]1O
  2% | -10% | nt | -24% | ? | 0% | -12% | nt
> O=P(c1ccccc1)(c1ccccc1)C(c1ccco1)N1CCOCC1 (stereo unspecified)
  10% | -6% | -8% | -8% | -16% | 0% | 1% | -4%
> CCCC(=O)Nc1cccc2c1CCCC2
  7% | 0% | ? | 1% | 3% | -1% | -3% | 2%
> COc1ccccc1-c1nnc(SCC(=O)NC2CCS(=O)(=O)C2)n1CCc1ccccc1 (stereo unspecified)
  2% | -2% | -8% | 5% | 9% | 1% | -3% | -2%
> Cc1ccc(NC(=O)NCCN2C(=O)C3C4C=CC(C4)C3C2=O)cc1 (stereo unspecified)
  -7% | 1% | 10µM* | -16% | -8% | -6% | 1% | nt
> Cc1nn(C)c(C)c1S(=O)(=O)N(CC(=O)NC1CCCCCC1)c1ccc(C(C)C)cc1
  3% | 0% | 4% | -7% | -7% | 0% | 1% | nt
> Cc1nc2c(c(=O)c3ccccc3n2C)c(=O)n1-c1ccc(F)cc1
  3% | 3% | nt | 7% | 8% | -2% | 7% | -5%
> COc1cccc(C2=NOC(C(=O)Nc3cc(C)on3)C2)c1OC (stereo unspecified)
  -9% | -8% | nt | -10% | nt | -1% | 26% | nt
> O=C(O)c1csc(Cc2ccccc2)n1
  -2% | -2% | -7% | 4% | 2% | -1% | 3% | nt
> CC1CC(C)CN(S(=O)(=O)c2ccc(C(C)(C)C)cc2)C1 (stereo unspecified)
  2% | 5% | -2% | -2% | -8% | 0% | 2% | 13%
> O=c1cc(CN2CCN(CCO)CC2)c2cc3c(cc2o1)CCC3
  -4% | 5% | 8% | 6% | -3% | -2% | 3% | -1%
> COCCNC(=O)CCn1c(=O)c2cc(OC)c(OC)cc2n(CC(=O)Nc2ccccc2C)c1=O
  -13% | -3% | nt | -4% | 1% | 1% | nt | nt
> O=Cc1ccccc1-n1cncn1
  0% | 3% | 2% | 8% | 1% | -1% | 4% | 3%
> CCC(c1nnnn1C1CCCC1)N1CCN(c2ccccc2)CC1 (stereo unspecified)
  -21% | -4% | -13% | -5% | 1% | -1% | -17% | 1%
> Cc1[nH]nc(N)c1N=Nc1ccc(Br)cc1
  3% | 6% | 5% | ? | 11µM* | -1% | 2% | ?
> COC(=O)C(=O)/C=C(\O)c1c(C)cc(C)cc1C
  -1% | 6% | nt | 6% | nt | 2% | 5% | nt
> CCOC(=O)c1ccc(CN(Cc2ccc(F)cc2)S(=O)(=O)c2ccc(F)c(C(=O)Nc3ccc(Cl)cc3F)c2)cc1
  4% | -13% | nt | -16% | 4% | -1% | nt | nt
> COC1CC(C)NC(=S)N1 (stereo unspecified)
  6% | 4% | nt | 9% | 11% | 1% | -6% | 24%
> CCN1CCN(C(=O)Nc2ccccc2OC)CC1
  4% | -5% | 0% | -1% | 1% | -3% | 7% | 40µM*
> CCOC(=O)C1=C(C)n2c(s/c(=C3\C(=O)Nc4ccccc43)c2=O)=NC1c1ccc(OC)cc1 (stereo unspecified)
  -1% | ? | 3% | ? | 16µM* | -2% | -15% | -13%
> COc1ccc(NC(=O)Cn2c(=O)sc3ccccc32)cc1
  1% | ? | -22% | -2% | -3% | -1% | -23% | nt
> COc1ccc(OCCSc2nnnn2C2CCCCC2)cc1
  2% | 7% | 22µM* | -15% | -18% | -1% | -3% | nt
> CC1CCN(S(=O)(=O)c2ccc3[nH]cc(C(=O)NCCN4CCOCC4)c(=O)c3c2)CC1
  -15% | -2% | ? | -3% | 3% | 4% | 9% | nt
> COC(=O)c1cc(NC(=O)c2ccc3c(c2)N(Cc2cccc(Cl)c2)C(=O)c2ccccc2S3=O)cc(C(=O)OC)c1 (stereo unspecified)
  1% | ? | nt | -24% | 3% | -7% | nt | nt
> Cc1sc(-c2ccccn2)nc1OC(=O)c1ccc(F)cc1F
  -2% | ? | -8% | -15% | ? | -1% | -3% | 33%[activator]
> Nc1c(-c2ccccc2)c(CN2CCOCC2)nn1-c1ccccc1
  0% | 5% | 11% | -1% | -4% | 2% | -16% | 10%
> Cc1ccc(N(Cc2ccc(C(=O)NN=C3CCN(C)CC3)cc2)S(C)(=O)=O)cc1C
  6% | 7% | ? | -6% | -3% | -1% | -6% | 2%
> O=C(Nc1cccc(C(F)(F)F)c1)/C(=C\c1ccco1)NC(=O)c1cccs1
  -2% | -10% | 9% | -6% | -6% | -54% | 4% | 3%
> CCOC(=O)Cn1c(=O)oc2cc(S(=O)(=O)NCCc3ccc(OCC)c(OCC)c3)ccc21
  0% | -1% | 8% | -18% | -4% | 3% | 4% | -1%
> CCCCNc1nc(Oc2ccc(OCC)nn2)nc(N2CCOCC2)n1
  6% | 5% | nt | -2% | 0% | 0% | nt | nt
> C=CCOC(=O)C1=C(C)N=C2SCCC(=O)N2C1c1cccs1 (stereo unspecified)
  -5% | -3% | ? | -10% | -15% | -7% | 1% | nt
> CCC(Cc1ccccc1)n1c(=S)[nH]c2ccccc2c1=O (stereo unspecified)
  -3% | ? | 1% | ? | -8% | 0% | -2% | nt
> COC(=O)CCC(=O)Nc1ccc(NC(C)=O)cc1
  4% | -4% | 2% | 1% | -2% | -5% | -3% | 8%
> CC(=O)c1c(N2CCN(C(=O)c3ccco3)CC2)nc(=S)n(-c2ccccc2)c1C
  4% | 0% | 2% | 0% | -2% | 3% | -2% | 5%

# 2 of the compounds above, with bars between the fields:
structure | TRb SRC2 PPI | Tau fibril FP | ALDH1A1 block | Tau fluor counter | Tau ThT inhib | TexasRed fluor | aGal spleen mod | L3MBTL1 inh
O=C(Nc1cccc(C(F)(F)F)c1)/C(=C\c1ccco1)NC(=O)c1cccs1 | -2% | -10% | 9% | -6% | -6% | -54% | 4% | 3%
CCOC(=O)C1=C(C)n2c(s/c(=C3\C(=O)Nc4ccccc43)c2=O)=NC1c1ccc(OC)cc1 (stereo unspecified) | -1% | ? | 3% | ? | 16µM* | -2% | -15% | -13%
